CHX counter: affects cycloheximide protein synthesis inhibition readout, counter-screen; cell reporter, cycloheximide protein synthesis inhibition counterscreen; AID 2314; max response, %; 300,000 compounds, 12% hits; in the data active = max response mostly above about 13%, no sharp cut-off; inactive = mostly below about 14%; note: read at 38.3 µM for the half of the compounds with a filed dose; 0% is about no effect
Shiga toxin inh: inhibitors of Shiga toxin in Vero cells; Vero cells, Shiga toxin protein synthesis inhibition reporter; inhibition, % at 38.7 µM; 290,000 compounds, 9.2% hits; in the data active = inhibition mostly above about 28%, no sharp cut-off; inactive = mostly below about 43%; note: 0% is about no effect
LmPK inhibitor: LmPK (Leishmania mexicana) enzyme inhibition | purified LmPK, Kinase-Glo ATP luminescence, 1 h | Q27686 | Potency, µM (series often up to 57.5 µM), without a hit: at the top dose activity change, negative = inhibition, usual class: inhibitors | 290,000 compounds, 0.37% hits; note: potency is the fitted concentration of half-maximal effect; % is set by controls: 0 for no effect and ±100 for the full control effect
Target sequence (Q27686 whole entry, looked up): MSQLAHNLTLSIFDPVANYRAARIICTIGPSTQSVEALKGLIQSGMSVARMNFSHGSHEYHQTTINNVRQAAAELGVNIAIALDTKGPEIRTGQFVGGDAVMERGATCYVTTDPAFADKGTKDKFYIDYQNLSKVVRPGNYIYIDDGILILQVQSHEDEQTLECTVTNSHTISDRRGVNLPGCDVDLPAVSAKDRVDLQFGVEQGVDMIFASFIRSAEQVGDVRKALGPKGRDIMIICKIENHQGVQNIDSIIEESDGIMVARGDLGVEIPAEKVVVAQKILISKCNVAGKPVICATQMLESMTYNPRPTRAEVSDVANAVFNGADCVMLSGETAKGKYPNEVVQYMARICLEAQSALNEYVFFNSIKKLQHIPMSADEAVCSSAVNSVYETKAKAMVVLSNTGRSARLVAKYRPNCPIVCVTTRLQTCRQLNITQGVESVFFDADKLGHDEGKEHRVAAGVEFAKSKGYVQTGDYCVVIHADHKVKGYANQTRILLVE
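Pyruvate kinase activity monitored as ATP production (luciferase luminescence). Conditions: 0.1 nM enzyme, 0.5 mM PEP, 0.1 mM ADP, 1 h, RT; normalized against uninhibited and no-enzyme wells.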
AmpC inh no detg: inhibitors of E. coli AmpC beta-lactamase without detergent | AmpC nitrocefin hydrolysis, absorbance 480 nm, 0.0001% Triton | Potency, µM (titrated, usually from 57.1 µM), inactives show top-dose activity change, negative = inhibition, most hits filed as inhibitors | 330,000 compounds, 0.52% hits;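 note: potency is the fitted concentration of half-maximal effect; plate controls were no compound for no effect and no enzyme for full effect; nearly all actives have a fitted effect of over 20% in size; some results filed as inactive show a strong effect at the top dose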
Target sequence (P00811 whole entry, looked up): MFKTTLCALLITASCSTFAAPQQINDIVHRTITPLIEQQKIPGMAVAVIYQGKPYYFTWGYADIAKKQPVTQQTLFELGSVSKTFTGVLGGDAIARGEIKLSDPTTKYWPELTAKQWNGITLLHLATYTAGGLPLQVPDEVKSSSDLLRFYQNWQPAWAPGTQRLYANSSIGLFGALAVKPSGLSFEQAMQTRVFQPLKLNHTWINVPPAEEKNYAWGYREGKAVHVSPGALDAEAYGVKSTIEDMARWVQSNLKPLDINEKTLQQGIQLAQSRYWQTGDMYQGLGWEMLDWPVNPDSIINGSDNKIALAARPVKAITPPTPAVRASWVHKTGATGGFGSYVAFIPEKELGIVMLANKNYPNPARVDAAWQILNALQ
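AmpC (5.3 nM in the dispensed reagent) in 20 mM phosphate pH 7.0 with 0.01% (detergent screen) or 0.0001% Triton X-100 was preincubated with compounds for 15 min at room temperature. Nitrocefin was then added from an 800 uM solution, and hydrolysis was followed at 480 nm.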
TbPYK inhibitor: inhibitors of Trypanosoma brucei pyruvate kinase. Q57TT1. TbPYK enzyme, Kinase-Glo Plus ATP luminescence, 45 min. Potency, µM (titrated, usually from 76.8 µM), for inactives: top-dose activity, negative = inhibition, actives largely listed as inhibitors. 410,000 compounds, 0.12% hits; note: potency is the fitted concentration of half-maximal effect; % is set by controls: 0 for no effect and ±100 for the full control effect; nearly all actives have a fitted effect of over 50% in size
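Enzyme and substrate buffer are dispensed first and compound is pin-transferred. ADP at 130 uM final then starts the reaction, which runs 45 min at room temperature. Detection reagent is added for 10 min before luminescence is imaged.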
Pf growth 48h: P. falciparum growth inhibition at 48 hours (one generation); P. falciparum luciferase growth in erythrocytes, 48 h; Potency, µM (series often up to 28.7 µM), for inactives: top-dose activity change, negative = inhibition, hits mostly inhibitors; 310,000 compounds, 5.9% hits; note: potency is the fitted concentration of half-maximal effect; % is set by controls: 0 for no effect and ±100 for the full control effect
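A one-generation exposure of luciferase-tagged malaria parasites in RPMI 1640/Albumax erythrocyte culture, 37 C and 5% CO2. Inhibition is inferred from decreased luminescence after adding detection reagent.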
Pf growth 96h: P. falciparum growth inhibition at 96 hour, primary screen for plastid delayed-death inhibitors | AID 504834 | 320,000 compounds, 6.9% hits | P. falciparum luciferase reporter growth, 96 h | Potency, µM (series often up to 28.7 µM), for the others: top-dose activity change, negative = inhibition, hits mostly inhibitors; note: potency is the fitted concentration of half-maximal effect; % is set by controls: 0 for no effect and ±100 for the full control effect
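Luminescence readout: decreased luciferase signal marks inhibited growth of reporter-expressing P. falciparum in infected red cells (2% hematocrit, 0.05% parasitemia final), exposed to compound two generations (96 h, 37 C, 5% CO2).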
An asterisk follows results filed as active; ? = inconclusive; · = not tested or not shown; & = joins results of further samples; [ ] = remark or other dose. Unless noted, calls come from the whole dose curve; as a rule, active = well fitted curve in the direction sought with a large enough effect; inconclusive = small, poorly fitted or top-dose-only effect, or another doubt; inactive = no such curve, though single readings can be large; an effect the other way counts as inactive or inconclusive.

SMILES	CHX counter	Shiga toxin inh	LmPK inhibitor	AmpC inh no detg	TbPYK inhibitor	Pf growth 48h	Pf growth 96h
O=C(COc1cccc2cccnc12)NCc1cccs1	11.8	15.3	-1.0%	-32.0%	-7.9%	-2.2%	-2.2%
Cc1ccccc1C(=O)NCCCNC(=O)c1ccco1	5.7	-4.4	-1.4%	-5.4%	4.4%	9.3%	2.6%
O=C(N/N=C/c1ccccc1O)C1SCCCS1	26.3*	40.0	6.0%	-30.5%	-5.0%	?	?
CC1CN=C(NCCc2ccccc2)S1 (stereo not given)	11.1	23.8	3.6%	-1.3%[2.29 µM]	4.1%	17.1%	?
CC(C)Oc1ccc(/C(O)=C2/C(=O)C(=O)N(CCN3CCNCC3)C2c2ccc(C(C)C)cc2)cc1 (stereo not given)	-1.9	-1.7	3.4%	54.3%	5.1%	3.7%	22.1%
COc1ccc(-c2nnc(SCC(=O)Nc3cccnc3Cl)n2C)cc1	·	·	·	-2.3%	-13.6%	8.5%	-2.2%
N#Cc1ccccc1NS(=O)(=O)c1cc2c3c(c1)CCC(=O)N3CCC2	·	·	·	-15.4%	4.7%	?	-2.8%
O=C(COc1ccccc1)Nc1ccc(Cl)c(-c2nc3ncccc3o2)c1	1.7	10.9	0.3%	-17.8%	-1.5%	28.1%	-20.5%
Cc1ccc(NC(=O)CN2C(=O)C(=O)N(C3CCCC3)C2=O)c(Cl)c1	·	·	·	-5.5%	5.9%	-9.8%	?
O=C(NCN1CCN(CCO)CC1)c1cnccn1	-4.1	13.0	2.2%	-8.4%	10.8%	-6.2%	·
O=C(CCCn1ncn2c(cc3occc32)c1=O)N1CCc2ccccc2C1	-3.1	-3.6	2.7%	-5.4%	-8.4%	?	?
Cc1ccc(S(=O)(=O)N2CCC(=O)N(C(COCc3cccc(C)c3)Cc3ccccc3)CC2)cc1 (stereo not given)	-1.3	32.7	1.1%	-4.6%	4.6%	?	9.28µM*
CCOC(=O)c1ccc(NC(=O)CC2Sc3ncnn3C2=O)cc1 (stereo not given)	-2.0	-1.0	5.1%	-33.5%	-19.7%	-16.9%	-29.5%
O=C(Cc1nc2ccccc2[nH]1)NCc1ccco1	1.8	-16.2	-3.3%	-25.2%	-10.6%	10.5%	-13.3%
Cc1cccc(Nc2ncnc(N)n2)c1	8.9	2.6	-10.7%	-13.9%	-1.3%	31.3%[activator]	19.0%
CN(C)C(=O)N1CCN(C(=O)N2CCOCC2)CC1	-0.6	-3.7	3.6%	-21.7%	-2.0%	30.5%	12.4%
COc1ccc(Cl)cc1N1C(=O)CC(N2CCc3ccccc32)C1=O (stereo not given)	-1.6	-8.8	-5.0%	-18.0%	-1.7%	·	-6.9%
CC(=O)c1c(Cl)nc2ccc(Br)cc2c1-c1ccccc1	-5.1	·	-0.7%	-29.5%	-4.4%	-21.0%	11.0%
CC(=O)N1CCCc2cc(S(=O)(=O)N3CCCC(C(=O)Nc4cccc(F)c4)C3)ccc21 (stereo not given)	-4.8	-4.9	5.1%	31.5%	-2.7%&-8.4%	-18.8%	13.4%
COC(=O)C1CCN(C(=O)COc2cc3sc(C)nc3c3sccc23)CC1	1.0	-12.9	2.4%	45.8%	-0.2%	-23.7%	·
O=C(CCCN1C(=O)/C(=C/c2ccccc2Cl)SC1=S)NNC(=O)c1ccccc1	-7.8	-11.2	0.0%	-16.0%	6.5%	?	1.85µM*
CC(C)n1cnc2cc(NC(=O)c3ccco3)ccc21	27.8*	74.9*	-6.8%	-5.0%	-23.7%	98.6%[activator]	4.8%
CCC[N+](CC#Cc1ccccc1)(CCC)CC(=O)c1ccc(Cl)cc1	4.4	6.8	-4.3%	-2.2%	-1.8%	?	?
O=C(NCCN1CCCCC1)Nc1ccc([N+](=O)[O-])cc1	-1.7	·	-1.3%	-29.0%	-2.2%	-20.8%	6.3%
O=S(=O)(c1ccc(Br)s1)N1CCN(c2ccnc3cc(Cl)ccc23)CC1	15.2*	25.0	4.2%	-3.2%	1.3%	?	?

Whole records, looked up by structure. Screens in order: CHX counter | Shiga toxin inh | LmPK inhibitor | AmpC inh no detg | TbPYK inhibitor | Pf growth 48h | Pf growth 96h
Listed for `O=C(CCCN1C(=O)/C(=C/c2ccccc2Cl)SC1=S)NNC(=O)c1ccccc1` : -7.8 | -11.2 | 0.0% | -16.0% | 6.5% | ? | 1.85µM*
Listed for `O=C(NCCN1CCCCC1)Nc1ccc([N+](=O)[O-])cc1` : -1.7 | · | -1.3% | -29.0% | -2.2% | -20.8% | 6.3%
Listed for `COc1ccc(Cl)cc1N1C(=O)CC(N2CCc3ccccc32)C1=O` (stereo not given) : -1.6 | -8.8 | -5.0% | -18.0% | -1.7% | · | -6.9%
Listed for `Cc1ccccc1C(=O)NCCCNC(=O)c1ccco1` : 5.7 | -4.4 | -1.4% | -5.4% | 4.4% | 9.3% | 2.6%
Listed for `O=C(COc1cccc2cccnc12)NCc1cccs1` : 11.8 | 15.3 | -1.0% | -32.0% | -7.9% | -2.2% | -2.2%

Two entries from above, with bars between the fields.
molecule | CHX counter | Shiga toxin inh | LmPK inhibitor | AmpC inh no detg | TbPYK inhibitor | Pf growth 48h | Pf growth 96h
Cc1ccccc1C(=O)NCCCNC(=O)c1ccco1 | 5.7 | -4.4 | -1.4% | -5.4% | 4.4% | 9.3% | 2.6%
O=C(COc1cccc2cccnc12)NCc1cccs1 | 11.8 | 15.3 | -1.0% | -32.0% | -7.9% | -2.2% | -2.2%

Further structures
SMILES	CHX counter	Shiga toxin inh	LmPK inhibitor	AmpC inh no detg	TbPYK inhibitor	Pf growth 48h	Pf growth 96h
COc1ccc(CNC(=O)CN2CCN(c3cccc(C)c3C)CC2)cc1	9.7	16.6	-6.0%	96.7%[activator]	-6.0%	0.2%	-3.2%
CCNC(=S)N(CCc1c(C)[nH]c2ccc(C)cc12)Cc1ccco1	-5.1	-9.0	-4.8%	-9.5%	-5.6%	?	?
CN(C(=O)CCS(=O)(=O)c1ccc2c(c1)oc(=O)n2C)C1CCCCC1	-5.1	-17.9	-12.3%	4.7%	-7.5%	22.4%	4.65µM*
CC(C)COC(=O)c1ccc(N2C(=O)c3ccccc3C2=O)cc1	7.0	12.3	4.3%	-35.6%	-2.2%	9.2%	6.0%
Cc1ccc(-n2c(N)c(C(N)=O)sc2=S)c(C)c1	-1.8	-25.0	-3.6%	-12.0%	-21.7%	11.9%	14.7µM*
CCOc1ccc(C(=O)Nc2ccc(N3CCN(S(C)(=O)=O)CC3)cc2)cc1[N+](=O)[O-]	-2.3	12.7	2.0%	1.9%	8.4%	-4.4%	9.28µM*
CCOCC(=O)Nc1cccc(SC)c1	10.6	17.5	-0.7%	-4.3%	3.6%	12.0%	29.4%[5.75 µM]
CCOc1ccc(NC(=O)c2c(NC(=O)CNCCN3CCOCC3)sc3c2CCC3)cc1	11.5	5.1	5.7%	243.4%[activator]	-9.5%	0.329µM*	6.1%
O=C(c1ccncc1)N1CCN(C(=O)c2ccco2)CC1	-3.3	-12.9	-9.3%	-23.6%	-5.8%	6.7%	·
C=C1CCN([C@@H](C)C(=O)OCc2ccc(C)cc2)S(=O)(=O)c2ccccc21	-0.6	16.8	5.2%	-16.8%	6.7%	?	?
COc1ccc(C(=O)Nc2ccccc2C(=O)NCc2ccco2)cc1	-2.2	55.1*	2.2%	-24.0%	2.0%	-8.3%	5.1%

Only Pf growth 96h, TbPYK inhibitor and Pf growth 48h, for some of the entries so far:
compound | Pf growth 96h | TbPYK inhibitor | Pf growth 48h
CCNC(=S)N(CCc1c(C)[nH]c2ccc(C)cc12)Cc1ccco1 | ? | -5.6% | ?
CN(C(=O)CCS(=O)(=O)c1ccc2c(c1)oc(=O)n2C)C1CCCCC1 | 4.65µM* | -7.5% | 22.4%
CC(C)COC(=O)c1ccc(N2C(=O)c3ccccc3C2=O)cc1 | 6.0% | -2.2% | 9.2%
Cc1ccc(-n2c(N)c(C(N)=O)sc2=S)c(C)c1 | 14.7µM* | -21.7% | 11.9%
CCOc1ccc(C(=O)Nc2ccc(N3CCN(S(C)(=O)=O)CC3)cc2)cc1[N+](=O)[O-] | 9.28µM* | 8.4% | -4.4%
CCOCC(=O)Nc1cccc(SC)c1 | 29.4%[5.75 µM] | 3.6% | 12.0%
